Screening data as filed in PubChem.
HSF1 activator – increases HSF-1 driven luciferase reporter signal; 300,000 compounds, 1.7% hits; AID 504408; activation, % at 9 µM; NIH3T3-HGL HSF-1 luciferase reporter, MG132, 8 h; 100% = twice DMSO control signal;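 active means mean replicate activation of at least 50% with a set share of replicates each reaching 50%; inconclusive means only one of those two conditions met; inactive means mean below 50% and too few replicates reaching it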;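 further: 0% = median of the neutral control wells and 100% = twice that signal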
GSK3 alpha inh – inhibitors of human GSK-3 alpha kinase; P49840; ADP-Glo luminescence, 60 min; inhibition, % at 10 µM; 320,000 compounds, 0.1% hits;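 in the data active means inhibition above about 50%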;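 further: GST-tagged GSK-3 alpha with peptide substrate and 25 µM ATP; 0% = DMSO neutral wells and 100% = GW8510 positive control wells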
Target sequence (P49840 whole entry, looked up): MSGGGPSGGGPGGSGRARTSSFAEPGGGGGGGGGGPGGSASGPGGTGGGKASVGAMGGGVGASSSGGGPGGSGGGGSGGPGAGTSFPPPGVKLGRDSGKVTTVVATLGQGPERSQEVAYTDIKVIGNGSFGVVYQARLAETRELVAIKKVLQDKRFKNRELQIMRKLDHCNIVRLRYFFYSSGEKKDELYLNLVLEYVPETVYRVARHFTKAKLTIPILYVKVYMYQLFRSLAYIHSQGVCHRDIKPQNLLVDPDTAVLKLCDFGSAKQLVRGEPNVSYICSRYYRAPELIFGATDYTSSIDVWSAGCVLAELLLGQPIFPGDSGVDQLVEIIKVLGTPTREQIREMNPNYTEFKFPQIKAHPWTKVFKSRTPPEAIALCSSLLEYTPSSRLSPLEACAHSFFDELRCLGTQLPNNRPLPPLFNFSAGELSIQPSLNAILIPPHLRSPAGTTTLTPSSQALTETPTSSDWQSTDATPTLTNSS
AI-2 QS mod – modulators of Vibrio harveyi AI-2 quorum sensing system; 300,000 compounds, 0.4% hits; activity change, % at 7.5 µM; AID 2094; Vibrio harveyi JMH597 AI-2 luminescence/OD600 ratio, 9 h; hits give low values; strain lacks LuxN and CqsS sensors; 0 = neutral-control median; in the data active means activity change below about -75%, passing the limit was not always enough; inconclusive means no clear call, values can overlap the other calls;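 further: luminescence divided by OD600 gain over 9 h not by final OD600 alone; inactives centre near 13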
Platelet DG rel – modulates dense granule release in human platelets; human platelet-rich plasma, SFLLRN dense granule ATP release, luminescence; inhibition, %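 (compounds screened at 7.5 µM in platelet-rich plasma)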; 300,000 compounds, 0.22% hits;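 active means mean replicate score, as percent of positive control, at or above 50; inconclusive means mean below 50 but at least one replicate at or above 50; inactive means mean and every replicate below 50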
GSK3beta inhib – human GSK3beta kinase inhibition; P49841; GST-GSK3beta kinase, ADP-Glo luminescence, 60 min; hits give low values; activity score (negative = inhibition), % at 10 µM; 300,000 compounds, 0.038% hits;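 active means more than half of replicate wells score below -50%, meaning over 50% inhibition versus plate controls; inconclusive means some replicates but at most half score below -50%; inactive means no replicate scores below -50%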;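 further: 0% = median DMSO wells and -100% = median GW8510 positive control wells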
Target sequence (P49841 whole entry, looked up): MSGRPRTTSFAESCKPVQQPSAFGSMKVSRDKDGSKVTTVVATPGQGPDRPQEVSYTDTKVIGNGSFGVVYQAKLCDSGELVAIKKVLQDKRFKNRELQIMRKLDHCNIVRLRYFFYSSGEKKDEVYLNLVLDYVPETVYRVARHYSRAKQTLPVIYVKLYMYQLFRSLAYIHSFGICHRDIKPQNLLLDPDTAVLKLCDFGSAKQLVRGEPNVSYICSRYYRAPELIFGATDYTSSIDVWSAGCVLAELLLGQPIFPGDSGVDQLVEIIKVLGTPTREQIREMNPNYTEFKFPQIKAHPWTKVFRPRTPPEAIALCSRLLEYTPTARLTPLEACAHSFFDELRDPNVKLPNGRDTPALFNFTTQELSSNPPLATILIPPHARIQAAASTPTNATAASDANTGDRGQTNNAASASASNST
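Test system: GST-fused GSK3beta enzyme, cell-free | Quantity: 1.6 ng GST-GSK3beta enzyme per well | Reagent: 25 µM ATP with peptide substrate | Schedule: 60 min enzyme reaction, room temperature | Signal: Luminescent ADP-Glo measurement of ADP formed | Read-out basis: Score relative to plate controls | Control set: DMSO and 20 µM GW8510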
HSP90 refold inh – inhibitors of HSP90 luciferase refolding in rabbit reticulocyte lysate; inhibition, % at 5.6 µM; luciferase refolding luminescence, 3 h; 290,000 compounds, 0.91% hits; AID 1789;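 active means inhibition above the screen-wide mean plus 3 SD, computed separately per campaign, cut at about 16% in these data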;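 further: 0% = DMSO wells and 100% = 60 µM geldanamycin wells; inhibitors lower the luminescence because luciferase stays unfolded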
HDAC3 inhib – blocks human histone deacetylase 3; O15379; recombinant HDAC3, fluorogenic peptide/trypsin coupled, fluorescence; inhibition, % at 8.3 µM; 320,000 compounds, 0.15% hits; AID 2718; in the data active means inhibition above about 26%, passing the limit was not always enough; inconclusive means no clear call, values can overlap the other calls
HSF1 inh – HSF1 inhibition. activity change, negative = inhibition, % at 7.5 µM (by protocol). AID 2098. 300,000 compounds, 0.77% hits. NIH3T3-HGL HSE-luciferase, MG132-induced, luminescence 8 h; hits give low values;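 active means more than half of replicate wells show activity change below -50%, luminescence cut by over half; inconclusive means some wells, but at most half, below -50%; inactive means no replicate well below -50%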;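 further: luciferase reports HSF-1 transcriptional activity via heat shock element; 0% = median of DMSO wells and -100% = zero luminescence signal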
PolyA inhibitor – inhibitors of polyadenylation in S. cerevisiae; S. cerevisiae SKY197-pL101 polyadenylation reporter, beta-gal luminescence; efflux-impaired pdr1/pdr3 knockout yeast; score 100 = 6 SD above DMSO; calls only at 12 µM; 300,000 compounds, 0.02% hits;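 active means lowest replicate activity score at least 50, where 100 means six control SD above control mean; inconclusive means lowest score under 50 but half or more replicates reach 50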;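 further: yeast exposed to compound for 9 h at 30 °C; higher score means more reporter readthrough which indicates perturbed polyadenylation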
DYRK1A inh – inhibitors of rat Dyrk1A kinase; Q63470; ADP-Glo luminescence, NFATc1 peptide; inhibition, % at 12.5 µM; 310,000 compounds, 0.43% hits; AID 504441; in the data active means inhibition above about 50%;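 further: plate controls were vehicle with enzyme for no effect and no enzyme for full effect; many of its hits are not listed in these tables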
An asterisk follows results filed as active; i = inactive; ? = inconclusive; . = not tested or not shown. The list is partial. The share of hits here may be higher or lower than overall.

(1) CN(C(=O)c1ccccc1C(=O)OCC(=O)NCc1ccccc1)C1CCCCC1
(2) Nc1nc2ccccc2n1CCOc1ccc(Br)cc1
(3) O=C(N/N=C/c1c[nH]c2ccccc12)c1ccccc1O
(4) Cc1ccc(C(=O)N2CCC3(CC2)Oc2ccc(F)cc2C(=O)C32CC(c3ccc(Cl)cc3)=NO2)s1 (stereo not given)
(5) CCOC(=O)N1CCN(S(=O)(=O)c2ccc(C(=O)N(CCN(C)C)c3nc4ccc(Cl)cc4s3)cc2)CC1
(6) CCN1CCN(C(=S)Nc2sc(C)c(-c3ccccc3)c2C(=O)OC)CC1
(7) COc1ccccc1NC(=O)CSc1nnc(C2CCCCC2)o1
(8) O=C1CSC(=Nc2ccccc2)N1Cc1ccccc1

screen / no.	1	2	3	4	5	6	7	8
HSF1 activator	.	-12	8	-19	1	1	15	5
GSK3 alpha inh	-3	-2	-1	0	0	0	-1	1
AI-2 QS mod	17	-8	13	5	2	19	17	6
Platelet DG rel	4	4	2	3	19	18	8	4
GSK3beta inhib	2	-9	5	3	-2	1	-3	-1
HSP90 refold inh	-1	-1	-5	.	0	-1	4	-1
HDAC3 inhib	2	-7	4	-3	3	-2	2	1
HSF1 inh	.	6	4	-13	2	3	4	0
PolyA inhibitor	i	i	i	i	i	i	i	i
DYRK1A inh	9	1	7	4	7	-4	4	-3

(9) COc1cc2c(cc1OC)C(c1ccccc1)NC(C)(C)C2 (stereo not given)
(10) CC(=O)NC(=S)Nc1ccc2oc(=O)ccc2c1
(11) S=C(Nc1ccc(Cl)cc1)N1CCN(C2CCCCC2)CC1
(12) COc1ccc(Br)cc1/C=c1\sc2nc(-c3ccco3)nn2c1=O
(13) C#CCn1cc(/C=N/NC(=O)COc2cccc3cccnc23)c2ccccc21
(14) CC(=O)Nc1c(C(=O)O)oc2ccccc12
(15) COc1ccccc1CCNS(=O)(=O)c1cn(C)c(=O)n(C)c1=O
(16) Cc1ccc2c(C)c(C(=O)Nc3c(C)n(C)n(-c4ccccc4)c3=O)oc2c1C

screen / no.	9	10	11	12	13	14	15	16
HSF1 activator	7	16	26	15	19	2	7	-20
GSK3 alpha inh	-2	0	1	1	0	0	-3	-1
AI-2 QS mod	9	9	25	11	13	4	7	11
Platelet DG rel	5	-8	-1	6	-2	9	-1	13
GSK3beta inhib	-2	-1	2	-1	5	2	3	-3
HSP90 refold inh	-3	0	1	.	4	-3	-2	-1
HDAC3 inhib	2	-11	-4	0	1	4	-1	1
HSF1 inh	-1	5	5	-3	8	1	4	-8
PolyA inhibitor	i	i	i	i	i	i	i	i
DYRK1A inh	0	5	-12	4	0	-2	0	1

As a working copy, 9 of the compounds above.
(5) CCOC(=O)N1CCN(S(=O)(=O)c2ccc(C(=O)N(CCN(C)C)c3nc4ccc(Cl)cc4s3)cc2)CC1
(6) CCN1CCN(C(=S)Nc2sc(C)c(-c3ccccc3)c2C(=O)OC)CC1
(7) COc1ccccc1NC(=O)CSc1nnc(C2CCCCC2)o1
(8) O=C1CSC(=Nc2ccccc2)N1Cc1ccccc1
(9) COc1cc2c(cc1OC)C(c1ccccc1)NC(C)(C)C2 (stereo not given)
(10) CC(=O)NC(=S)Nc1ccc2oc(=O)ccc2c1
(11) S=C(Nc1ccc(Cl)cc1)N1CCN(C2CCCCC2)CC1
(12) COc1ccc(Br)cc1/C=c1\sc2nc(-c3ccco3)nn2c1=O
(13) C#CCn1cc(/C=N/NC(=O)COc2cccc3cccnc23)c2ccccc21

screen / no.	5	6	7	8	9	10	11	12	13
HSF1 activator	1	1	15	5	7	16	26	15	19
GSK3 alpha inh	0	0	-1	1	-2	0	1	1	0
AI-2 QS mod	2	19	17	6	9	9	25	11	13
Platelet DG rel	19	18	8	4	5	-8	-1	6	-2
GSK3beta inhib	-2	1	-3	-1	-2	-1	2	-1	5
HSP90 refold inh	0	-1	4	-1	-3	0	1	.	4
HDAC3 inhib	3	-2	2	1	2	-11	-4	0	1
HSF1 inh	2	3	4	0	-1	5	5	-3	8
PolyA inhibitor	i	i	i	i	i	i	i	i	i
DYRK1A inh	7	-4	4	-3	0	5	-12	4	0

Additional records.
(17) c1ccc(CNC2=NCCCCC2)cc1
(18) COc1cccc(/C=C/C(=O)NCCc2ccc3c(c2)OCCO3)c1
(19) CCCCc1nc2cc(C(=O)N3CCC(OC)CC3)ccc2o1
(20) O=C(Cn1nc(-c2ccccc2)c2ccccc2c1=O)NCC1CCCO1 (stereo not given)
(21) CCN(CCC#N)c1ccc(/C=N/Nc2nc(C)cc(=O)[nH]2)c(C)c1
(22) CC(NC(=O)c1ccc(NC(=O)CC2SC(N3CCCC3)=NC2=O)cc1)c1ccc(S(N)(=O)=O)cc1 (stereo not given)
(23) CCOc1cc(N2CCOCC2)c(OCC)cc1NC(=O)COC(=O)CCOc1ccc(C)cc1
(24) CC(OC(=O)CCC(=O)c1cccs1)C(=O)Nc1ccccc1[N+](=O)[O-] (stereo not given)

screen / no.	17	18	19	20	21	22	23	24
HSF1 activator	-31	20	-15	-4	-13	10	28	-2
GSK3 alpha inh	-3	0	-2	-3	-1	1	0	0
AI-2 QS mod	-1	-50	-63	12	10	18	11	1
Platelet DG rel	1	0	4	-5	-2	2	-2	-2
GSK3beta inhib	0	1	4	1	-1	0	1	1
HSP90 refold inh	2	-8	2	0	-2	.	.	3
HDAC3 inhib	-1	16	13	0	2	-2	7	2
HSF1 inh	-16	-1	2	-1	-4	-4	23	1
PolyA inhibitor	i	i	i	i	i	i	i	i
DYRK1A inh	-1	0	.	2	4	0	-6	1

(25) O=C(CSc1ccc(-c2ccccn2)nn1)N1CCCC1
(26) Cc1cc2nc(SCCOC(=O)Nc3ccccc3)nc(C)c2cc1C
(27) CCCCSCCCNC(=O)CCCN1C(=O)c2ccccc2Sc2ncccc21
(28) CC(CC(=O)O)CC(=O)Nc1nncs1 (stereo not given)
(29) CC1Cc2cc(S(=O)(=O)N3CCCCC3C)ccc2N1C(=O)C1CCC1 (stereo not given)
(30) Cc1[nH]c2ccc(C(=O)NC3CCC(C)CC3)cc2c1C (stereo not given)
(31) CCCCc1cc2c(cc1NC(=O)CN1CCCCC1)OCCO2
(32) O=C(Cn1nnc(-c2cccs2)n1)Nc1ccccc1C(F)(F)F

screen / no.	25	26	27	28	29	30	31	32
HSF1 activator	-4	4	4	-21	5	19	6	-11
GSK3 alpha inh	-4	3	-1	0	1	-1	1	0
AI-2 QS mod	22	9	18	1	23	-5	44	14
Platelet DG rel	11	1	-7	0	15	-8	9	3
GSK3beta inhib	0	-3	1	-6	0	-2	-1	5
HSP90 refold inh	2	-1	-3	-3	-7	3	1	3
HDAC3 inhib	2	.	-13	-9	-8	1	2	-7
HSF1 inh	-3	-2	0	-3	-1	5	2	-1
PolyA inhibitor	i	i	i	i	i	i	i	i
DYRK1A inh	.	-2	-1	-1	-1	-2	9	0

(33) Cc1c(C(=O)N(Cc2ccncc2)CC2CCCO2)oc2c(F)cccc12 (stereo not given)
(34) CCn1c(SCC(=O)NC2CCCCC2)nnc1-c1ccco1
(35) Fc1ccc(-n2c(-c3ccc4ccccc4n3)n[nH]c2=S)cc1
(36) CCCn1c(C)cc(C(=O)COc2ncnc3sccc23)c1C
(37) NC(=O)C1CC(=O)N(c2ccc(OCc3ccc(Cl)cc3Cl)cc2)C1 (stereo not given)
(38) COc1ccc(OC)c(-c2cc(C(=O)Nc3c(C)n(C)n(-c4ccccc4)c3=O)no2)c1
(39) O=C(Nc1ccc(Cc2ccc(NC(=O)C3CC3)cc2)cc1)C1CC1
(40) COC(=O)CCCc1nc2ccccc2s1

screen / no.	33	34	35	36	37	38	39	40
HSF1 activator	53*	-10	-1	10	27	-4	-3	8
GSK3 alpha inh	0	-1	-2	-1	-5	1	-2	2
AI-2 QS mod	28	28	25	29	36	55	11	16
Platelet DG rel	2	0	6	9	-4	2	0	-4
GSK3beta inhib	1	2	0	-6	1	0	-1	-1
HSP90 refold inh	-1	-3	-3	0	0	5	-3	2
HDAC3 inhib	-1	-3	1	0	0	2	-1	-7
HSF1 inh	10	-5	0	3	9	-2	-2	0
PolyA inhibitor	i	i	i	.	i	i	i	i
DYRK1A inh	1	-2	.	2	-5	17	-8	3

(41) Cc1ccc(CCN2CC(C(=O)NCCc3ccccc3)CC2=O)cc1 (stereo not given)
(42) Clc1ccc(Oc2ccccc2)c2ncccc12
(43) Cc1ccc(C(=O)C2CCN(C(=S)NCC3CCCO3)CC2)cc1 (stereo not given)
(44) CSc1ccccc1NC(=O)CSc1n[nH]c(C)c1[N+](=O)[O-]
(45) CCc1sc(C(=O)NCc2cc(C)n(C)n2)cc1Br
(46) O=C1CCC(C(=O)N2CCCC(N3CCN(c4cccc(C(F)(F)F)c4)CC3)C2)=NN1 (stereo not given)
(47) CCOC(=O)c1sc(NC(=O)CSc2nc3ccccc3o2)c(C(=O)OCC)c1C
(48) O=C(c1cnn2ccccc12)N1CCN(C2CCCCC2)CC1

screen / no.	41	42	43	44	45	46	47	48
HSF1 activator	6	1	9	-12	14	1	37	28
GSK3 alpha inh	-3	-1	-2	-2	1	1	-1	-2
AI-2 QS mod	14	6	24	10	8	12	25	15
Platelet DG rel	-5	1	-11	10	-4	1	13	25
GSK3beta inhib	2	-3	2	1	0	-1	6	-6
HSP90 refold inh	-4	-4	1	2	7	-5	0	-2
HDAC3 inhib	-2	-3	-5	-3	2	-4	-2	-1
HSF1 inh	0	4	3	-4	4	-8	4	6
PolyA inhibitor	i	i	i	i	i	i	i	.
DYRK1A inh	-4	-5	2	1	9	-5	-3	-1

(49) COc1ccc(CN2C[C@H](C)[C@@H](CC(=O)NCc3ccccc3)C2=O)cc1
(50) CN1c2ccccc2C(C)(C)C12CC(CCl)=NO2 (stereo not given)
(51) CCOc1ccccc1CN1CCN(C2CCOCC2)CC1CCO (stereo not given)
(52) NC(=O)c1cc(NC(=O)CCNS(=O)(=O)c2cccc(C(F)(F)F)c2)cc(C(N)=O)c1
(53) O=C(CSc1ccccc1C(=O)O)Nc1cccc(C(=O)O)c1
(54) O=C(Nc1ccccc1)c1ccc(NC(=O)C2CC2)cc1
(55) O=C1N=C(N2CCCC2)S/C1=C\c1cn[nH]c1-c1ccccc1

screen / no.	49	50	51	52	53	54	55
HSF1 activator	-14	13	-1	-7	-47	54*	9
GSK3 alpha inh	-5	-2	1	4	2	-1	-1
AI-2 QS mod	13	7	9	10	28	7	-4
Platelet DG rel	-1	-13	3	-4	-3	21	-7
GSK3beta inhib	2	1	2	1	7	1	0
HSP90 refold inh	-2	4	1	5	-5	0	9
HDAC3 inhib	?	4	1	4	-2	4	0
HSF1 inh	1	3	0	-8	-34	27	-2
PolyA inhibitor	i	i	i	i	i	i	i
DYRK1A inh	0	4	-15	-4	0	-2	.
